KAT2A inh – inhibitors of human GCN5L2 histone acetyltransferase; Potency, µM (highest dose often 58.9 µM), inactives show at the highest dose activity change, negative = inhibition, actives largely listed as inhibitors; GCN5L2 HAT assay, ThioGlo1 CoA-SH fluorescence; 390,000 compounds, 0.21% hits; AID 504327; Q92830
Target sequence (Q92830 whole entry, looked up): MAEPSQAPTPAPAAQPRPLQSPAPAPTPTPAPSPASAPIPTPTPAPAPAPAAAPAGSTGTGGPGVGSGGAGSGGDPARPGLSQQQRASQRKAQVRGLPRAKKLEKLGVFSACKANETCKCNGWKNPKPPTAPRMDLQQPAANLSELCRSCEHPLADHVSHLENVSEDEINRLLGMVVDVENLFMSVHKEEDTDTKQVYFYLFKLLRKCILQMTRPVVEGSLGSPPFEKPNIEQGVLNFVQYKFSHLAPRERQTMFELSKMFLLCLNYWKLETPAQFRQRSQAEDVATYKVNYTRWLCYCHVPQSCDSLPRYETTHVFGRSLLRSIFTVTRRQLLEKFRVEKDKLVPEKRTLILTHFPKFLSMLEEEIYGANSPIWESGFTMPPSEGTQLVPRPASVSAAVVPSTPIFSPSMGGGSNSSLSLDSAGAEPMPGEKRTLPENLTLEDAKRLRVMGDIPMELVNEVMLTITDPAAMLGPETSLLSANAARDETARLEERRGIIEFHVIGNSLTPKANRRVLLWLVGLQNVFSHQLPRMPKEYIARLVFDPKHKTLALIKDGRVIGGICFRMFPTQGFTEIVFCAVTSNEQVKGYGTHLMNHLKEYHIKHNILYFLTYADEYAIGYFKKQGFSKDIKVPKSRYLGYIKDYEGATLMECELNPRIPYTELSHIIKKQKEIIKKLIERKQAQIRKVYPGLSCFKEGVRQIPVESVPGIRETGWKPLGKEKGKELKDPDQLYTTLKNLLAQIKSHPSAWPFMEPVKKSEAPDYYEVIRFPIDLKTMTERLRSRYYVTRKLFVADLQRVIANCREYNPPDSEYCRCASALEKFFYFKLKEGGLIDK
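Titration-based screen in which CoA formation is detected via maleimide probe ThioGlo1 (50uM) turning fluorescent on thiol reaction; substrates H3(1-25) 75uM and acetyl-CoA 70uM, GCN5L2 20nM, 20 min incubation at room temperature.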
TDP1 cell noCPT – qHTS for Inhibitors of human tyrosyl-DNA phosphodiesterase 1 (TDP1): qHTS in cells in absence of CPT | 420,000 compounds, 15% hits | DT40 Tdp1-/- hTDP1 cells, no CPT, ATP luminescence, 48 h | Potency, µM (doses to about 46.2 µM), inactives show top-dose activity change, negative = growth inhibition, most hits filed as inhibitors; further: nearly all actives have a fitted effect of over 55% in size
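Compound effects on proliferation are scored in DT40 Tdp1-/-;hTDP1 cells in the absence of CPT. ATP levels (CellTiter-Glo luminescence) are recorded after a ≥48 hr, 37 °C incubation.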
DT40 TDP1 CPT – DT40-hTDP1 cell growth loss with CPT | chicken DT40 Tdp1-/-;hTDP1 cells + 20 nM CPT, ATP luminescence, 48 h | Potency, µM (top dose mostly 46.2 µM), without a hit: top-dose activity change, negative = growth inhibition, usual class: inhibitors | 420,000 compounds, 12% hits; further: nearly all actives have a fitted effect of over 55% in size
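Chicken DT40 Tdp1-/- cells stably complemented with human TDP1 were seeded at 400 cells/well in medium containing 20 nM camptothecin, exposed to pin-transferred compounds, and grown at 37 °C for at least 48 hr. Viability was read as ATP luminescence.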
* = called active by the depositor; ? = inconclusive; / = not tested or not shown; & = joins results of further samples. The call rests on the fitted dose curve; in most records, active means well fitted curve in the direction sought with a large enough effect; inconclusive means small, poorly fitted or top-dose-only effect, or another doubt; inactive means no such curve, though single readings can be large; an effect the other way counts as inactive or inconclusive. On the % scale 0 is the no-effect control and ±100 the full control effect; potency means the concentration at half of the fitted maximal effect.

SMILES	KAT2A inh	TDP1 cell noCPT	DT40 TDP1 CPT
CN(C)S(=O)(=O)c1ccc(N2CCCC2)c(C(=O)Nc2ccccc2Br)c1	-5%	?	2%
Cn1c(=O)c2c(nc(NCCc3ccccc3)n2Cc2ccccc2)n(C)c1=O	3%	4.1µM*	5.8µM*
COc1ccc(C(=O)Cn2c(NCCCO)nc3ccccc32)cc1	/	?	?
CCOC(=O)c1[nH]c2ccc(C)cc2c1N=CN(CC)CC	-2%	?	-16%
CCOC(=O)C[C@H]1c2cc(C(F)(F)F)ccc2S(=O)(=O)N1Cc1ccccc1	/	?	?
C=CCc1ccc(OCc2ccc(C(=O)OC)o2)c(OC)c1	-4%	-22%	-5%
COc1ccc([N+](=O)[O-])cc1NC(=O)COC(=O)Cc1cc(OC)c(OC)c(OC)c1	-5%	-24%	6%
C#CCN(C[C@@H]1[C@@H](OC(=O)NCCCCCC)[C@@H](OC(=O)NCCCCCC)Cn2c(=O)ccc(=O)n21)S(=O)(=O)c1ccc(C)cc1	/	3.3µM*	4.6µM*
Cc1ccc(NC(=O)c2sc3nc(N4CCOCC4)c4c(c3c2N)CCCC4)cc1	/	?	-9%
CCOC(CNC(=O)c1[nH]c(C(F)(F)F)nc1-c1ccccc1)OCC	/	4%	0%
COCCn1c(SCC(=O)N2CCCC2)nc2c([nH]c3ccccc32)c1=O	-9%	-21%	-23%
CCN(CC)C(=O)c1[nH]cnc1C(=O)NCCCCCNC(=O)OC(C)(C)C	-3%	-3%	-2%
Cc1cc2nc(-c3ccc(OCc4ccccc4C)cc3)cc(C(F)(F)F)n2n1	-5%	16µM*	?
Cc1cc(C(=O)COc2ccccc2[N+](=O)[O-])c(C)n1C1CC1	0%	?	23µM*
CC(C)CSc1nnc2[nH]c(=O)cc(N)n12	-1%	-1%	-12%
O=C(O)/C=C/c1cn(Cc2ccccc2)nc1-c1ccccc1	-20%	12%	-7%
O=C(Nc1ccc(Br)cn1)c1ccc2ccccc2c1	-7%	15µM*	?
O=C(CSc1nnc(COc2ccccc2)n1-c1ccccc1)c1cccs1	-3%	21µM*	18µM*
CN(C)/C=C/C(=O)c1ccc(Cl)c([N+](=O)[O-])c1	-12%	?	-8%
O=C(O)/C(=C\c1ccc(-c2ccccc2[N+](=O)[O-])o1)c1ccccc1	-11%	-9%	-15%
COC(=O)C1=C(C)N(CC(C)C)C(=O)C1	-6%	-22%	-4%
Cc1ccc(Nc2nc(CSc3nnc(-c4ccccc4)n3C)cs2)cc1	-2%	?	21µM*
COc1ccccc1C(=O)NC(CCSC)C(=O)OCC(=O)c1ccc[nH]1 (configuration not stated)	-4%	-19%	4%
COc1ccc(CNC(=O)C2CCN(C(=O)N3CCOc4ccc(Cl)cc43)CC2)cc1	-21%	?	?
CC(=O)N1CCN(c2nc(-c3ccco3)c3c(c2C#N)CC(C)(C)SC3)CC1	-11%	23µM*	?
New compounds follow.
SMILES	KAT2A inh	TDP1 cell noCPT	DT40 TDP1 CPT
COC(=O)c1ccc(N=Nc2ccccc2)cc1	-6%	-7%	4%
Cc1c(C(=O)NCc2cccc(F)c2)oc2c1-c1[nH]ncc1CC2	-7%	?	-18%
Cc1sc2ncnc(N[C@@H](Cc3c[nH]c4ccccc34)C(=O)O)c2c1C	1%	-29%	-17%
COc1ccccc1-c1nc(=S)c(C(C)=O)c(C)[nH]1	-5%	?	2%
CCOC(=O)N1CCN(C(=O)Cc2ccccc2[N+](=O)[O-])CC1	-6%	5%	-21%
CC(O)C(=O)N/N=C/c1cccc2ccccc12 (configuration not stated)	-9%	?	14%
COc1cccc(C2C(C(=O)c3cc4ccccc4o3)=C(O)C(=O)N2c2cc(C)on2)c1OC (configuration not stated)	-28%	?	?
Cc1cc(-c2csc(NC(=O)c3ccc(=O)[nH]c3)n2)c(C)n1Cc1ccco1	-6%	?	-7%
Nc1nonc1-n1nnc(C(=O)N/N=C/c2ccccc2Cl)c1CN1CCOCC1	-4%	-25%	4%
OCC1(Cc2ccccc2C(F)(F)F)CCN(Cc2ccccc2)CC1	-10%	?	?
Cc1cc(-c2ccc(/C=N/n3cnnc3)o2)c(C)c([N+](=O)[O-])c1	-3%	-13%	-29%
S=c1[nH]nc(-c2cccc(Cl)c2)n1Cc1ccccc1	-4%	-12%	0%
Cc1cccc(N2CCN(C(=O)c3ccc4nc(N5CCCCC5)sc4c3)CC2)c1C	-5%	18µM*	21µM*
CCOc1cc(N2CCOCC2)c(OCC)cc1NC(=O)c1c(C)noc1C	-6%	-17%	-24%
Cc1ccc(-c2cc(-c3ccccc3)[nH]c(=S)c2C#N)cc1	-3%	6%	-3%
COc1ccc(CC(=O)OCC(=O)NCc2ccccc2Cl)cc1	?	0%	2%
COc1cc(C=O)cc(OC)c1OS(=O)(=O)c1ccc(NC(C)=O)cc1	-13%	?	?
CCOC(=O)CSc1nnc(-c2cccnc2)n1C	-7%	-6%	-6%
CC(C)CC(NS(=O)(=O)c1ccc2c(c1)oc(=O)n2C)C(=O)NCc1cccnc1 (configuration not stated)	-3%	-1%	2%
c1ccc(-c2nnc3oc(-c4cccs4)nn23)cc1	/	12µM*	23µM*
Cc1ccc(/C=N/n2c(COc3ccccc3)n[nH]c2=S)o1	-4%	-1%	?
COc1ccc(-n2c(-c3ccco3)nc3c(cnn3-c3ccccc3C)c2=O)cc1	-1%&-6%	23µM*	?
Nc1ccc(C(=O)OCC(=O)c2cccc([N+](=O)[O-])c2)cc1	-9%	-24%	?
CO/N=C(\C(=O)N[C@@H]1C(=O)N2C(C(=O)O)=C(CSc3nc(=O)c(O)nn3C)CS[C@H]12)c1csc(N)n1	/	-27%	0%
CSc1nnc(-c2cc3c(-c4ccccc4)nn(C)c3s2)n1C	-18%	23µM*	?
(listing goes on)
SMILES	KAT2A inh	TDP1 cell noCPT	DT40 TDP1 CPT
Clc1cccc(OCc2nc(-c3ccncc3)n[nH]2)c1	1%	-20%	-2%
CCCOc1ccc(S(=O)(=O)N2CCOCC2)cc1[N+](=O)[O-]	-4%	-3%	7%
Cc1cc(C)n2nc(CNS(=O)(=O)c3ccc(Cl)cc3)nc2n1	-7%	-20%	-2%
CC(C)Cc1nnc(NC(=O)c2cccc(S(=O)(=O)N3CCOCC3)c2)s1	0%	14%	-6%
CN1CCN(NC(=O)c2ccc(Cl)s2)CC1	-5%	-5%	-12%
O=C(Cc1csc2ccccc12)NCC1CC1	/	-7%	10%
Cc1ccc(-n2c(SCC(=O)Nc3ccc(C(=O)O)cc3)nnc2-c2ccncc2)cc1	2%	-3%	-18%
NC1=NC(=O)/C(=C/c2ccc(Cl)cc2Cl)S1	-11%	-4%	30%
COC(=O)c1ccccc1NC(NC(=O)c1ccco1)C(=O)c1ccccc1 (configuration not stated)	2%	0%	-24%
COCCNc1nc(NCCCN2CCCC2=O)c2sc(-c3ccccc3)cc2n1	/	?	?
O=C(COc1cccc(Cl)c1)Nc1ccc2c(c1)CCC2	-4%	-13%	-11%
O=C(Nc1ccc2c(c1)OCO2)c1ccc(Br)s1	3%	-25%	?
CCc1noc(C)c1C(=O)OCC(=O)NC(C)c1ccccc1 (configuration not stated)	-6%	?	-5%
CC(=O)N1CCCc2cc(S(=O)(=O)Nc3ccccc3C)ccc21	-9%	-21%	2%
COc1ccccc1CNc1ncccn1	-9%	0%	23%
COc1ccc(N(C(C)=O)S(=O)(=O)c2cc(OC)ccc2OC)cc1	-5%	?	-7%
COc1ccc(C2(NC(C)=O)CCN(C(=O)CCC(=O)O)CC2)cc1	-4%	0%	4%
Cc1nn(Cc2cccc(C(=O)NC34CC5CC(CC(C5)C3)C4)c2)c(C)c1Br	-10%	?	?
Cn1c(=O)c2c(nc(Sc3ncccn3)n2Cc2ccc(Cl)cc2)n(C)c1=O	-2%	?	12µM*
COc1ccc(NC(=S)N2CCN(C(c3ccccc3)c3ccccc3)CC2)cc1OC	-25%	-27%	-27%
CC[n+]1c(/C=C/C=C/N(C(C)=O)c2ccccc2)sc2cc(OC)ccc21	-6%	2.6µM*	3.3µM*
O=C(CO/N=C\c1ccccc1)Nc1ccccc1C(=O)N1CCOCC1	2%	?	?
Cc1cccc(NC2=NC(=S)N(c3cccc(C(=O)O)c3)C23CCCCC3)c1	3%	-5%	-6%
Cc1ccc(NC2=C(N3CCOCC3)C(=O)c3ccccc3C2=O)cc1	-5%	26µM*	21µM*
COc1ccc(C(=O)N2CCC[C@@]3(CCN(Cc4ccncc4)C3)C2)cc1	-1%	-3%	1%
The list goes on:
SMILES	KAT2A inh	TDP1 cell noCPT	DT40 TDP1 CPT
O=S(=O)(Nc1ccc(F)cc1)N1CCCCCC1	-3%	-1%	0%
CCCS(=O)(=O)NC(=O)C1(C)CCN(C(=O)c2ccc(F)c(Cl)c2)C1 (configuration not stated)	/	13%	7%
COc1cc2cc(C)nc(Cc3cccc4ccccc34)c2cc1OC	-5%	23µM*	15µM*
CC(=O)Nc1ccc(S(=O)(=O)NCCNc2ccccc2[N+](=O)[O-])cc1	-6%	-13%	-3%
Cc1ccc(NC(=S)NCCN(C2CCCCC2)C2CCCC2)cc1C	-3%	?	21µM*
COc1ccccc1NC(=O)CCN1C(=O)C2CC=C(Cl)CC2C1=O (configuration not stated)	1%	-1%	12%
NS(=O)(=O)c1ccc(N/N=C/c2cn(-c3ccccc3)nc2-c2cccs2)cc1	-8%	2.9µM*	5.2µM*
O=C(O)c1ccc(N=C2SCC(=O)N2Cc2ccccc2)cc1	0%	0%	-12%
Cc1noc(C)c1COc1ccc(C(=O)NCc2cccs2)cc1	1%	-23%	-7%
CC1CCCC(NC(=O)COC(=O)CSc2ccc3ccccc3c2)C1C (configuration not stated)	-8%	-1%	10%
OCCCc1ccccc1	-9%	-4%	2%
Cc1ccc(C(=O)Nc2ccc3nc(C)sc3c2)o1	/	?	?
O=C1C2CC=CCC2C(=O)N1CNc1ccccc1 (configuration not stated)	0%	-17%	0%
CCN(CC)CCN1C(=O)C(=O)/C(=C(/O)c2ccc(OC)cc2)C1c1ccco1 (configuration not stated)	-1%	-23%	-16%
O=C(CCc1nc2ccccc2c(=O)[nH]1)OCc1ccc(-c2ccccc2)cc1	1%	-10%	?
CCOC(=O)c1c(C)n(-c2ccc(F)cc2)c2ccc(O)cc12	-6%	-2%	4%
CCOc1ccc(OCC)c(NC(=O)CN(C)S(=O)(=O)c2cccc3nsnc23)c1	-21%	?	?
COC(=O)CC1=C(C)C(=O)CC2C(C)(C)CCCC12C (configuration not stated)	-2%	-18%	-22%
O=C(O)CC1=C(O)C(=O)N(c2ccccc2)C1c1ccccc1 (configuration not stated)	-4%	-14%	-7%
CCc1c(C)sc2c1CCN(C(=O)Nc1cc(Cl)c(OC)cc1OC)C2c1ccccc1 (configuration not stated)	-8%	26µM*	?

Filtered by structure, the compounds so far containing a furan ring, fused or not
SMILES	KAT2A inh	TDP1 cell noCPT	DT40 TDP1 CPT
C=CCc1ccc(OCc2ccc(C(=O)OC)o2)c(OC)c1	-4%	-22%	-5%
O=C(O)/C(=C\c1ccc(-c2ccccc2[N+](=O)[O-])o1)c1ccccc1	-11%	-9%	-15%
CC(=O)N1CCN(c2nc(-c3ccco3)c3c(c2C#N)CC(C)(C)SC3)CC1	-11%	23µM*	?
Cc1c(C(=O)NCc2cccc(F)c2)oc2c1-c1[nH]ncc1CC2	-7%	?	-18%
COc1cccc(C2C(C(=O)c3cc4ccccc4o3)=C(O)C(=O)N2c2cc(C)on2)c1OC (configuration not stated)	-28%	?	?
Cc1cc(-c2csc(NC(=O)c3ccc(=O)[nH]c3)n2)c(C)n1Cc1ccco1	-6%	?	-7%
Cc1cc(-c2ccc(/C=N/n3cnnc3)o2)c(C)c([N+](=O)[O-])c1	-3%	-13%	-29%
Cc1ccc(/C=N/n2c(COc3ccccc3)n[nH]c2=S)o1	-4%	-1%	?
COc1ccc(-n2c(-c3ccco3)nc3c(cnn3-c3ccccc3C)c2=O)cc1	-1%&-6%	23µM*	?
COC(=O)c1ccccc1NC(NC(=O)c1ccco1)C(=O)c1ccccc1 (configuration not stated)	2%	0%	-24%
Cc1ccc(C(=O)Nc2ccc3nc(C)sc3c2)o1	/	?	?
CCN(CC)CCN1C(=O)C(=O)/C(=C(/O)c2ccc(OC)cc2)C1c1ccco1 (configuration not stated)	-1%	-23%	-16%
